# Bioassay records deposited in PubChem BioAssay by several laboratories.
# L major viab: reduces viability of Leishmania major promastigotes. resazurin fluorescence viability. inhibition, % at 10 µM. 9% of 200,000 active. AID 1063; in the data active = inhibition above about 50%;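 note: promastigotes grown with compound for 44 hours at 28 °C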
# Efa HMGR inh: blocks class II HMG-CoA reductase of Enterococcus faecalis | purified E. faecalis HMGR, NADPH absorbance 340 nm kinetic | inhibition, % at 10 µM | 0.41% of 190,000 active;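 active = inhibition above a set limit, the median over all tested compounds plus 3 SD, cut at about 9.5% in these data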;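 note: enzyme runs in reverse so mevalonate oxidation gives rising NADPH absorbance; 0% = complete reaction with DMSO and 100% = background rate lacking mevalonate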
# ROMK primary: modulators of human ROMK potassium channel | Tet-inducible ROMK, thallium flux fluorescence; actives lie on both sides | B-score at 10 µM | 2% of 130,000 active | AID 1918;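 active = signal ratio slope over the read window, or its plate-corrected B-score, at least 3 SD from the plate mean, either direction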;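 note: B-score of the F/F0 ratio slope over 7 to 12 s after thallium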
# PPARg SRC3 recr: promotes SRC-3 coactivator recruitment by human PPARgamma; 0.26% of 200,000 active; AID 731; P37231; activation, % at 8 µM; biochemical PPARgamma/SRC-3 coactivator recruitment assay; in the data active = activation above about 23%;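 note: 0% = DMSO and 100% = reference agonist; some compounds past the cut are filed as inactive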
# Target sequence (P37231 whole entry, looked up): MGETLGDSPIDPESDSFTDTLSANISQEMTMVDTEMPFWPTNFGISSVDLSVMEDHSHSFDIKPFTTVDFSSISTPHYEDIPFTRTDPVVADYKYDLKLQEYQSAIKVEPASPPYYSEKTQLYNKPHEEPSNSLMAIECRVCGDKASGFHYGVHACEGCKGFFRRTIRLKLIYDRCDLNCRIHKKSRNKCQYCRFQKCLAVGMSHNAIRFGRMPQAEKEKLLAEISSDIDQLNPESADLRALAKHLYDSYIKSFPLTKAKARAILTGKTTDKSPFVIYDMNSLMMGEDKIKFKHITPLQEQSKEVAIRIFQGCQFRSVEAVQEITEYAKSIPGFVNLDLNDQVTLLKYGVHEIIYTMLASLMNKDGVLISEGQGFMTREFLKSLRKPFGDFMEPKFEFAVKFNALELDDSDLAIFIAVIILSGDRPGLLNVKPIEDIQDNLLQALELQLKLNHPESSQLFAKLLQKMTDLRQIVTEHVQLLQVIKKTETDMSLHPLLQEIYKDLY
# bIAP inh: intestinal alkaline phosphatase (bovine) inhibition | inhibition, % at 20 µM | 190,000 tested, under 10 active | purified bovine IAP, CDP-star luminescence, 30 min;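 active = over 50% inhibition of intestinal alkaline phosphatase at 20 µM in the single-dose screen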
#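 Assay system: bovine IAP enzyme; medium: DEA buffer 100 mM, pH 9.8, with MgCl2 1.0 mM, ZnCl2 0.02 mM; doses: 20 µM single dose; incubation: enzyme reaction for 30 min at room temperature; detection: CDP-star luminescence signal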
# S1P3 antagonist: blocks the human S1P3 receptor; Q99500; CHO S1P3 NFAT-BLA reporter, FRET fluorescence, antagonist mode; inhibition, % at 4.98 µM; 0.27% of 170,000 active;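 active = inhibition above the plate cutoff, the mean inhibition of test wells on that plate plus 3 SD, cut at about 28% in these data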;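 note: cells challenged with S1P at its EC80 of 0.8 µM; blue over green emission ratio from cleaved BLA substrate after 4 h stimulation; 0% = S1P-stimulated wells and 100% = unstimulated DMSO-only wells; some compounds past the cut are filed as inactive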
# Target sequence (Q99500 whole entry, looked up): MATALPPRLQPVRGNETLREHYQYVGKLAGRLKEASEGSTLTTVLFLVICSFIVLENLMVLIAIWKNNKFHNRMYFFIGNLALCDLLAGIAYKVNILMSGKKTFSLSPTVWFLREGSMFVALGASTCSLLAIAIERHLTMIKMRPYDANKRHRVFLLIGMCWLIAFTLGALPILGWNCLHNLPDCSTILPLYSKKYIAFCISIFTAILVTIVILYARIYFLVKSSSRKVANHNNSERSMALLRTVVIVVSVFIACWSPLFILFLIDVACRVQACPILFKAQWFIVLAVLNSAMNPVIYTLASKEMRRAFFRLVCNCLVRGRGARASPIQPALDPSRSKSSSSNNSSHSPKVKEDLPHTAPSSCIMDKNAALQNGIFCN
# PPARg SRC-2 ag: PPARgamma-driven SRC-2 recruitment agonism; AID 1032; PPARgamma LBD-SRC-2 recruitment, biochemical; activation, % at 8 µM; P37231; 0.34% of 200,000 active; in the data active = activation above about 22%;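 note: 0% = vehicle and 100% = reference agonist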
# SRC2 TRFRET art: TR-FRET artefact, counter-screen to PPARgamma/SRC-2 agonist assay | AID 1049 | 0.4% of 200,000 active | hits give high values | TR-FRET ratio at 8 µM; in the data active = TR-FRET ratio above about 2000; note: inactives centre near 1500; reference of the scale not given here
# RAM network inh: inhibitors of the yeast RAM network. S. cerevisiae dse1pr::URA3 reporter, 5-FOA growth OD615, 2 d; analog-sensitive cbk1-as2 kinase mutant strain. inhibition, % at 50 µM. 1.8% of 190,000 active. AID 868;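 active = inhibition above a set limit, 3 SD over mean compound inhibition, cut at about 8.4% in these data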;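 note: 0% = DMSO-only wells with no growth and 100% = 10 µM 1-NA-PP1 full growth; inhibition rescues growth on 5-FOA so higher OD means more RAM inhibition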
# Redox H2O2 prof: compounds producing H2O2 with reducing agent – biochemical, NIH compound library profiling, artefact control for MLSCN library redox annotation, primary screen. DTT-dependent redox cycling H2O2, phenol red/HRP absorbance; 100% = 100 µM peroxide control, 0% = buffer. activation, % at 10 µM. 0.03% of 200,000 active. AID 878;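 active = activation of at least 50% relative to the plate's high and low controls in the primary single-dose screen; inactive = activation below 50%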;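 note: compound incubated with DTT at 0.8 mM final as the reducing agent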
# PPARg SRC-1 ag: agonists of human PPARgamma SRC-1 coactivator recruitment. PPARgamma-SRC-1 coactivator recruitment biochemical assay. activation, % at 8 µM. 0.41% of 200,000 active. AID 631; in the data active = activation above about 19%;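 note: 0% = DMSO and 100% = reference agonist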
# An asterisk follows results filed as active; nt = no result given.
SMILES,L major viab,Efa HMGR inh,ROMK primary,PPARg SRC3 recr,bIAP inh,S1P3 antagonist,PPARg SRC-2 ag,SRC2 TRFRET art,RAM network inh,Redox H2O2 prof,PPARg SRC-1 ag
Cc1ccc(OCCN2C(=O)NC3(CCc4ccccc4C3)C2=O)cc1 (centres undefined),-7,1,0.22,2,10,-2,-8,1529,0.1,1.0,1
C#CCNc1cc(-c2ccccc2)nc2ncnn12,11,-4,0.11,1,-6,-4,8,1676,0.1,0.3,4
COc1ccccc1/C=C/C(=O)NCC(=O)N1CCC(N(C)C2CCCC2)CC1,7,5,0.08,-5,-3,-2,-8,1476,0.5,-0.4,-9
O=C1CCSc2ccc(Cl)cc2N1Cc1ccccc1,-4,5,nt,20,13,nt,3,1692,3.5,-0.9,3
COc1cc(C=O)c(Br)cc1OC1CCCC1,9,-4,1.5,1,5,nt,1,1443,0.8,-0.3,-5
CCOP(=O)(OCC)C(Nc1cccc(C(F)(F)F)c1)c1ccc(C)cc1 (centres undefined),59*,-9,nt,1,-4,7,5,1632,4.5,0.1,6
CCOC(=O)c1sc(=S)n(-c2ccccc2OC)c1N,0,-3,nt,-3,-2,3,5,1526,0.9,0.0,-7
O=C(NNC(=S)NCc1ccccc1)c1ccc(OC(F)F)cc1,-4,0,nt,4,8,-15,9,1540,1.5,-0.3,18
COc1cc(N(C)C)c([N+](=O)[O-])cc1C(=O)N1CCN(Cc2ccccc2)CC1,6,-5,-0.31,3,8,-13,2,1585,0.8,-0.7,-5
O=C(O)C1CC(=O)N(c2ccc(OCc3c(F)cccc3Cl)cc2)C1 (centres undefined),0,3,-0.48,-9,-9,-18,-8,1530,4.2,0.8,3
CCOC(=O)c1[nH]c(C)c(/C(O)=C2\C(=O)C(=O)N(CCCn3ccnc3)C2c2ccncc2)c1C (centres undefined),-4,1,nt,3,6,11,-9,1398,1.5,-0.2,0
COC(=O)c1cccc(N2C(=O)C3CC=CCC3C2=O)c1 (centres undefined),-1,3,nt,6,7,nt,1,1610,0.6,-0.9,-1
COc1ccc(-c2nn(C)c(=O)c3ccccc23)cc1CNC(=O)NC1CCCCC1,9,2,0.42,-5,-18,1,-2,1689,3.8,-0.5,-4
CC(=O)c1cc(CC(=O)N2CCc3c([nH]c4ccccc34)C2c2ccccn2)cs1 (centres undefined),14,-3,nt,4,-6,3,0,1506,0.4,-0.4,2
COc1ccc(C2=C(Nc3ccc(C)cc3)c3ccccc3C2=O)cc1,64*,-5,-0.14,5,4,-14,11,1829,3.3,-0.6,-1
CCOC(=O)N1CCC(N2CCCC(C(=O)c3ccccc3OC)C2)CC1 (centres undefined),80*,0,-0.8,-5,0,-6,-9,1524,0.6,0.7,5
CCCCOc1ccc(S(=O)(=O)N2CCCCCC2)cc1,7,7,nt,-2,44,14,3,1550,0.0,1.9,-1
O=C(Cc1ccccc1)NNC1=NS(=O)(=O)c2ccccc21,-8,5,0.2,2,6,-26,4,1353,-0.1,0.0,-1
COc1cccc(C(=O)NC2CCN(CC(=O)Nc3cccc(C)c3C)CC2)c1,8,-3,nt,-2,-4,-17,-5,1473,1.4,-1.3,-9
COCCN(CCOC)Cc1c(O)ccc2c3c(c(=O)oc12)CCC3,0,-1,0.35,-1,-6,-41,5,1600,1.8,1.7,1
COc1cccc(NC(=O)c2cc(Cl)nnc2Cl)c1,22,-2,0.84,-1,1,4,2,1627,0.4,0.0,-2
CCN(CC)CCN(C(=O)c1cccc([N+](=O)[O-])c1)c1nc2ccc(OC)cc2s1,1,-3,0.99,4,5,5,-2,1423,-1.1,-0.1,-3
COC(=O)c1ccc(C(=O)OC)c(NC(=S)N2CC(C)CC(C)C2)c1 (centres undefined),-5,-3,1.4,-1,-3,-4,-1,1607,-0.7,-0.3,-4
CCc1nnc(NC(=O)CN2CCN(c3ccccc3F)CC2)s1,-8,-2,-0.84,-1,5,-5,1,1446,0.1,-0.8,10
Cc1cccc(NC(=O)N2CCC(NC(=O)c3ccco3)CC2)c1,6,0,-0.056,-1,-14,0,-10,1450,1.7,0.0,3
# Continuation:
SMILES,L major viab,Efa HMGR inh,ROMK primary,PPARg SRC3 recr,bIAP inh,S1P3 antagonist,PPARg SRC-2 ag,SRC2 TRFRET art,RAM network inh,Redox H2O2 prof,PPARg SRC-1 ag
Nc1ccc(N2CCN(C(=O)c3cccs3)CC2)cc1,31,-7,-0.0082,7,6,nt,-5,1441,3.6,-0.2,0
CCCCOc1ccc(CSC(CC(=O)O)C(=O)O)cc1 (centres undefined),-8,-4,1.2,0,8,nt,2,1682,0.2,3.0,10
Cc1cccc(N2C(=O)CCC2=O)c1,-4,-1,nt,-2,-3,nt,1,1452,5.5,2.5,-8
CCCn1c(-c2nonc2N)nc2ccccc21,-4,-1,nt,-2,1,nt,12,1346,2.1,-3.0,0
CCN(CC)C(=S)SCC(=O)Nc1nc(-c2ccccc2)c(-c2ccccc2)o1,-9,-1,0.035,-2,6,-4,-4,1514,6.2,-0.2,-3
Cc1c(C(=O)NCCC2=CCCCC2)cccc1[N+](=O)[O-],8,1,nt,-9,9,nt,-1,1485,0.1,-3.4,1
CCOc1ccc(OCCCN(C)C)cc1,-1,-8,0.16,1,-2,nt,0,1504,1.4,0.4,7
CCCCOc1ccc(CSC(=N)N)cc1[N+](=O)[O-],100*,2,-1.9,-9,nt,nt,-3,1476,0.2,0.0,-1
O=C1c2ccccc2C(Nc2ccc3c(c2)OCCO3)N1c1ccccn1 (centres undefined),15,-2,nt,8,5,3,19,1621,1.1,-0.8,2
COc1ccc(S(=O)(=O)NC(C)C)cc1C(=O)N1CCOCC1,2,-3,0.046,-3,-11,-16,-1,1558,-1.1,-0.1,8
Cc1ccc(S(=O)(=O)CCC(=O)OCC(=O)c2c[nH]c3ccccc23)cc1,35,-2,0.53,-1,-1,0,-18,1554,0.7,0.6,5
COc1cc(/C=N/NC(=O)CSCc2ccc([N+](=O)[O-])cc2)cc(OC)c1OC,-1,-3,nt,-5,8,nt,-5,1530,1.8,3.8,-2
CC(C)NC(=O)c1nc2ccccc2s1,0,-3,nt,9,15,-1,11,1500,1.2,0.9,2
CCOC(=O)C1=C(CC)OC(N)=C(C#N)C1c1ccsc1 (centres undefined),-4,4,-0.22,3,2,-6,10,1720,3.1,0.4,4
Cc1ccc(NC2=C(Cl)C(=O)OC2OC(=O)c2ccc(C)cc2)cc1 (centres undefined),13,-1,-1.7,0,24,-15,-11,1508,9.9*,-0.6,6
Cn1c(=O)n(C)c2cc(/C=N/NC(=O)c3ccc(Cl)cc3Cl)ccc21,-1,1,-0.74,3,0,nt,13,1633,1.2,-8.1,-4
C=CCn1c(-c2csc3c2CCC(C)C3)n[nH]c1=S (centres undefined),-3,0,nt,0,17,11,-5,1588,2.4,-0.1,-2
CSCC[C@H](NC(=O)OC(C)(C)C)C(=O)N/N=C/c1cc2ccc(C)cc2nc1Cl,10,-1,-0.15,-1,16,12,-7,1627,-1.2,-0.2,-4
Cc1ccc(NC(N)=S)cc1C,-4,-4,nt,-1,25,0,5,1708,1.2,0.2,5
CC1=NN(c2ccccc2)C(=O)/C1=C/c1cccs1,11,-4,-3.4*,4,-1,-1,9,1683,-1.6,-0.2,-10
CC(C)(C)NCCOc1ccc2ccccc2c1,11,1,-0.85,2,-2,-19,3,1695,3.9,-0.7,4
COC(=O)c1ccccc1NC(=O)c1ccc(COc2cc(C)cc(C)c2)o1,3,-6,1.2,11,11,nt,6,1622,11*,-3.4,5
COc1ccccc1N(C)S(=O)(=O)c1ccc(C(=O)OCC(=O)N(C)c2ccccc2)cc1,97*,3,-0.099,0,-8,-1,5,1433,6.7,-1.2,6
Cc1ccc(NC(=O)CCC(=O)OCC(=O)c2ccc(Oc3ccc([N+](=O)[O-])cc3)cc2)cc1C,-10,-4,0.24,-9,11,nt,5,1540,11*,2.2,7
CCOC(=O)c1sc2nc(CC(=O)OC)nc(NCC(=O)OC)c2c1C,7,-2,0.54,4,10,-18,5,1613,1.3,0.0,1

# Continued, starting with the last 2 of the part before.
SMILES,L major viab,Efa HMGR inh,ROMK primary,PPARg SRC3 recr,bIAP inh,S1P3 antagonist,PPARg SRC-2 ag,SRC2 TRFRET art,RAM network inh,Redox H2O2 prof,PPARg SRC-1 ag
Cc1ccc(NC(=O)CCC(=O)OCC(=O)c2ccc(Oc3ccc([N+](=O)[O-])cc3)cc2)cc1C,-10,-4,0.24,-9,11,nt,5,1540,11*,2.2,7
CCOC(=O)c1sc2nc(CC(=O)OC)nc(NCC(=O)OC)c2c1C,7,-2,0.54,4,10,-18,5,1613,1.3,0.0,1
CC(C)(C)n1nnnc1C(c1cccs1)N1CCCc2ccccc21 (centres undefined),7,-3,nt,-10,9,5,-4,1352,2.0,2.4,-2
CCOc1cc(CNc2ccc(S(N)(=O)=O)cc2)cc(Cl)c1OC,4,2,0.14,-3,-2,0,-10,1551,6.0,0.0,1
CCOC(=O)Cc1csc(NC(=O)/C=C\c2ccccc2Cl)n1,9,-5,-0.65,0,15,13,13,1634,8.0,1.5,-2
CC(=O)C1=C(O)C(=O)N(CCc2c[nH]c3ccccc23)C1c1cccc(O)c1 (centres undefined),0,-8,0.16,-3,3,nt,-1,1589,0.5,0.4,-6
CCn1ncc(/C=C/C(=O)NCc2cn(C)nc2C)c1C,-3,0,0.67,13,1,nt,4,1508,1.3,-4.7,-1
CCOCC(=O)N1CCC(Cc2ccccc2)CC1,12,-5,0.79,3,6,7,8,1629,-0.2,-0.3,0
O=c1[nH]ncc2c3ccccc3n(Cc3cccc(Cl)c3)c12,-6,16*,-0.39,2,-15,-4,0,1667,5.1,-0.3,6
O=C1c2cccc3c(O)ccc(c23)C(=O)N1Cc1ccco1,-6,-1,nt,3,5,-5,6,1569,5.2,-2.1,0
O=C(O)c1cccc(Nc2ncnc3ccccc23)c1,-6,-1,0.51,-1,6,-3,-4,1574,0.9,-0.5,-7
CN(CCC#N)C(=O)COC(=O)/C=C/c1cccs1,-3,3,-0.052,2,7,13,6,1507,2.9,0.5,6
Cc1ccc(C(=O)CSc2nc(C)cc(=O)[nH]2)cc1,-5,1,nt,-2,-8,nt,11,1619,1.8,0.3,6
CC(=NCCc1ccccc1)C1=C(O)C(c2ccccc2)OC1=O (centres undefined),-4,0,0.051,-1,4,-3,3,1490,2.0,-2.4,-3
Cc1sc2ncnc(OCC(=O)N3CCN(S(=O)(=O)c4ccccc4)CC3)c2c1C,-3,-4,nt,1,-3,-28,8,1531,1.8,1.1,-7
CC(c1nnc(Sc2nnnn2-c2ccccc2)n1-c1ccc(F)cc1)N(C)C (centres undefined),2,-3,nt,6,7,-17,10,1563,0.3,-0.2,6
O=C(CC1CS(=O)(=O)CC1CC(=O)Oc1ccccc1F)Oc1ccccc1F (centres undefined),-4,-2,-0.26,11,10,2,2,1578,2.6,-0.6,13
O=c1c2cc(Cl)ccc2[nH]c(=S)n1Cc1ccccn1,-7,-8,nt,10,-5,6,13,1779,0.8,0.1,8
CN(C)S(=O)(=O)c1ccc(-c2csc(-c3cccnc3)n2)cc1,42,0,1.1,-2,11,-34,0,1468,4.7,0.5,-4
